Screens from PubChem BioAssay.
INS promoter inh – inhibitors of insulin promoter-driven GFP, primary screen, imaging, TRM-6 cells (human fetal islet line), eGFP reporter, cell count | reporter expression induced with tamoxifen | inhibition, % at 2 µM | 130,000 tested, 0.9% active | AID 1273, 2008;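 active = inhibition above the mean plus 3 SD, with well images judged a real hit on visual review, cut at about 60% in these data, passing the limit was not always enough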
SDO1 yeast rescue – growth rescue of sdo1-depleted yeast, primary screen, S. cerevisiae, bone marrow failure model; S. cerevisiae sdo1-depleted JHY4D growth rescue, OD600 30 h; stronger effect = higher value; pdr5 snq2 efflux-pump mutant strain; z-score at 10 µM; 140,000 tested, 0.21% active; AID 817, 2007;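 active = z-score above 3 at both the 24 hr and the 30 hr optical density reads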;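 also: z-score against mean and SD of all compound wells on the same plate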
SDO1 yeast rescue Rescue 24 h – further read-out of SDO1 yeast rescue, marked with its call; z-score; S. cerevisiae sdo1-depleted JHY4D growth rescue, OD600; measured here: growth rescue at 24 h;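 0 is the plate mean of compound wells and units are plate SD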
* marks the source's active call; other numbers are inactive results; · = no result given.

SMILES	INS promoter inh	SDO1 yeast rescue	SDO1 yeast rescue Rescue 24 h
O=C(c1cccc(S(=O)(=O)N2CCCCC2)c1)N1CCc2ccccc21	-5	-0.96	-1
O=C1CCC(=O)N1CN(C(=O)c1ccco1)c1ccccc1	·	1.7	0.35
CCOC(=O)c1c(C)nc(C)c(C(=O)OCC)c1-c1ccc(OC)cc1	-30	0.24	0.57
O=C(NCCSc1ccc(Cl)cc1)c1ccco1	·	1.5	1.6
c1ccc(Nc2nc(N3CCCCC3)nc(N3CCNCC3)n2)cc1	·	-0.92	-0.82
CCN(CC)CCn1c(SCC(=O)NCc2ccco2)nc2c(sc3ccccc32)c1=O	0	-0.97	-1.7
COc1ccccc1N(C)S(=O)(=O)c1ccc(C(=O)N2CCC(C(N)=O)CC2)cc1	16	1.1	0.53
COC(=O)CN(c1ccc(C)cc1)S(=O)(=O)c1c(C)[nH]c(=O)[nH]c1=O	-4	0.14	-0.47
O=S(=O)(/C=C/c1ccccc1)N1CCN(c2nc(-c3cccnc3)nc3ccccc23)CC1	-37	·	·
CCOC(=O)CCc1c(C)c2ccc(OCc3cc([N+](=O)[O-])ccc3OC)c(C)c2oc1=O	-14	-0.68	-0.03
COc1ccc(-n2c(Cc3cccn3C)nnc2SCC(=O)Nc2ccc(Cl)cc2)cc1	·	-0.72	-0.23
O=C(NNC(=O)c1ccncc1)Nc1ccc([N+](=O)[O-])cc1	-8	·	·
CCSc1ncccc1-c1nc2ccccc2[nH]1	28	-0.55	-0.94
O=C(Nc1ccc(S(=O)(=O)N2CCCC2)cc1)c1ccc(OCC2CCCO2)cc1 (configuration not stated)	13	·	·
CCOc1ccc(C(C)C)cc1S(=O)(=O)Nc1ccc(Cl)cn1	-6	-0.61	-0.08
Cc1ccc(N2CN=C3SCC(=O)N3C2)cc1C	-29	·	·
Cc1cccc(NC(=O)N(C)Cc2cccs2)c1	-19	1	0.94
COC(=O)c1ccc(NC(=O)CSc2nnc(CNc3ccc(F)cc3)n2C)cc1	15	0.63	-0.18
O=C(CSc1nnc(-c2ccco2)n1Cc1ccccc1)c1ccccc1	·	-0.33	0.33
CCOC(=O)c1sc(NC(=S)NC(=O)c2ccco2)nc1C	·	-1.6	-1.2
COCCCNCCOCCSc1ccc(Cl)cc1	-41	-0.15	-0.43
CS(=O)(=O)N1CCCC(C(=O)NCc2ccc(F)cc2Cl)C1 (configuration not stated)	9	0.56	-0.12
Cc1ccc(NC(=O)Nc2ccc3c(c2)N(C)C(=O)CS3)cc1C	·	-0.81	-0.87
CCCCC(=O)Nc1nc(C)c(-c2csc(Nc3ccccc3OC)n2)s1	-29	-0.85	-0.33
CCOC(=O)c1c(C)[nH]c(C(=O)OCC(=O)N2c3ccccc3CC2C)c1C (configuration not stated)	·	-1.3	0

Next section:
SMILES	INS promoter inh	SDO1 yeast rescue	SDO1 yeast rescue Rescue 24 h
COc1cc(Cl)c(S(=O)(=O)NCCCN2CCOCC2)cc1Cl	3	0.43	1
COc1ccc(-c2[nH]ncc2/C=N\NC(=O)c2ccc(C(C)(C)C)cc2)cc1OC	6	0.26	-0.05
CCOC(=O)C1CCCN(C(=O)Cc2c(C(=O)O)[nH]c3ccccc23)C1 (configuration not stated)	·	0.29	-0.24
Cc1nc2ccccc2c(=O)n1NC(=O)COc1ccccc1	13	0.31	0.93
Cc1cccc(C(=O)Nc2sc(C(=O)N3CCCC3)c(C)c2C#N)c1	26	-0.53	-0.23
C1CCCN(c2nc3nonc3nc2N2CCCCCC2)CC1	3	·	·
CC(C)c1ccc(C(C(=O)NC(C)(C)C)N(C(=O)CNC(=O)c2ccco2)c2cccnc2)cc1 (configuration not stated)	59	0.51	-0.01
COc1cc(Br)c(C(C)NC(=O)c2ccc(C)cc2)cc1OC (configuration not stated)	·	-0.51	-0.31
O=S(=O)(NCc1ccccc1Cl)c1cccs1	44	·	·
CCOC(=O)C(C(=O)NCc1cccc(OC)c1)c1ncc(C(F)(F)F)cc1Cl (configuration not stated)	-42	-0.38	-0.94
CC(=O)NCCn1c(SCC(=O)Nc2ccc(C)cc2)nc2ccccc2c1=O	-40	·	·
CCOC(=O)c1[nH]c2ccc(OC)cc2c1C	·	-0.25	-0.02
COC(=O)CN(c1c(C)cccc1C)S(C)(=O)=O	·	-0.39	-0.47
CCOC(=O)c1c(C)c[nH]c1C	29	·	·
COC(=O)C1CCCN1C(=O)C1CCCN1C(=O)CNC(=O)OCc1ccccc1 (configuration not stated)	0	0.87	0.71
Cc1ccc(C)c(NC(=O)CN(C)C(=O)[C@@H](NC(=O)c2ccc(C(C)(C)C)cc2)C(C)C)c1	·	-0.16	-0.3
CCC(=O)Nc1ccc(NC(=O)CSc2nnnn2-c2cccnc2)cc1C	·	1.1	0.08
Cc1ccc(NC(=O)CCNS(=O)(=O)c2cc(Br)cnc2N)c(Cl)c1	56	0.45	-1.1
Cc1cc(F)ccc1S(=O)(=O)N1CCCOC1CNC(=O)C(=O)NCc1ccco1 (configuration not stated)	-75	0.63	-0.31
CC(=O)Nc1cc(C(F)(F)F)ccc1N1CCOCC1	-56	0.1	-0.22
COc1ccc(CC(=O)N2CCCc3ccccc32)cc1OC	40	0.37	0.51
O=C(Nc1cccc(Cl)c1)Nc1ccc(Cl)cn1	39	-0.21	-0.31
CCOC(=O)C1=C(c2ccccc2)NC(=O)NC1c1ccc(OC)cc1 (configuration not stated)	44	·	·
Cc1ccc2nc(-c3cccnc3)c(NC3CCCCC3)n2c1	-3	-0.41	-0.36
O=C(CCCN1C(=O)CCC1=O)Nc1ccc(Br)cc1F	7	1.5	2.1

Overlap with the part before: two entries, then new ones.
SMILES	INS promoter inh	SDO1 yeast rescue	SDO1 yeast rescue Rescue 24 h
Cc1ccc2nc(-c3cccnc3)c(NC3CCCCC3)n2c1	-3	-0.41	-0.36
O=C(CCCN1C(=O)CCC1=O)Nc1ccc(Br)cc1F	7	1.5	2.1
CCC(CC)C(=O)Nc1cccc(C(=O)Nc2ccc3c(c2)OCO3)c1	·	0.18	2
Cc1ccc(CNC(=O)C2CCCN(S(=O)(=O)c3c(C)[nH]c(=O)[nH]c3=O)C2)cc1 (configuration not stated)	36	-0.4	-1.4
O=C(NCc1cccc(Cl)c1)c1ccc(S(=O)(=O)Nc2cccc(C(F)(F)F)c2)cc1	-11	1.9	0.85
CSCCC(NC(=O)COc1ccccc1)C(=O)OCC(=O)c1cc2ccccc2o1 (configuration not stated)	-27	-0.18	-0.56
Cc1nn(C(=O)C(C)N2C(=O)c3ccccc3C2=O)c(C)c1Br (configuration not stated)	-57	0.08	-1.1
COc1ccc(CN2CCSCC2)cc1C	33	0.84	0.89
C(=N\n1cnnc1)/c1ccc(N2CCOCC2)cc1	9	-1.2	-1.1
O=C1CC(C(=O)Nc2ccccc2)N=C(N2CCCCC2)N1 (configuration not stated)	·	1	0.65
COCC(=O)Nc1ccccc1NC(C)=O	-9	0.41	2.1
CCC(=O)N1CCc2cc(S(=O)(=O)NCCN3CCCCC3CC)ccc21 (configuration not stated)	-7	-0.07	0.02
C=CCn1c(CCNC(=O)c2ccccc2F)nnc1SCC(=O)Nc1nc(C)cs1	-145	1.7	1.8
CCn1c(N)c(C(=O)N2CCOCC2)sc1=S	·	1.5	1.5
Cc1cc(=O)oc2cc(OCCSCCN3CCOCC3)ccc12	·	0.4	0.41
O=C(CSc1nnc(-c2ccccc2)n1Cc1ccco1)Nc1ccc2c(c1)OCCO2	·	-0.34	-0.13
CC(Nc1nc(N2CCN(S(C)(=O)=O)CC2)nc2ccccc12)c1ccccc1 (configuration not stated)	36	-0.1	-0.35
C=CCSc1nc2ccccc2c(=O)[nH]1	·	0.14	0.01
O=C(N/C=C\c1ccccc1)NCc1ccc(Cl)cc1Cl	17	-0.46	-0.32
CCN(CC)C(=O)C1CCCN(Cc2ccc(F)c(F)c2)C1 (configuration not stated)	·	-0.04	-0.58
O=C(c1ccc(F)cc1)c1cc2ccccc2o1	·	-0.36	1.6
COC(=O)c1cccc(NC(=O)Nc2ccc(Cl)c(Cl)c2)c1	0	-1.3	-1.2
COc1ccccc1C1CC(c2ccc(F)cc2)Nc2ncnn21 (configuration not stated)	-36	-0.09	-0.78
CCc1cc2c(NCC3CCCO3)ncnc2s1 (configuration not stated)	74*	0.35	-0.36
O=C(N/N=C/C=C\c1ccccc1[N+](=O)[O-])c1ccccn1	·	0.12	-0.66
O=C(Nc1nccs1)c1sc2cc(Cl)ccc2c1Cl	43	0.67	2.6
Cc1cc(S(=O)(=O)N(Cc2ccc3c(c2)OCO3)CC2CCCO2)ccc1-n1cnnn1 (configuration not stated)	-11	-0.18	-0.12

(list continues)
SMILES	INS promoter inh	SDO1 yeast rescue	SDO1 yeast rescue Rescue 24 h
CCOc1cc(S(=O)(=O)NCc2ccccn2)ccc1Cl	-403	1.9	2.1
CC12CCC(C(=O)Nc3c(Cl)cccc3Cl)(C(Br)C1=O)C2(C)C (configuration not stated)	-75	-0.27	-1.5
N#CCOC(=O)c1sccc1-n1cccc1	12	0.97	1.3
COc1cc(C(=O)OCC(=O)Nc2ccc3c(c2)OC(F)(F)O3)ccc1OCc1c(C)noc1C	-14	-1.2	-0.6
CCn1c(COc2ccccc2OC)nnc1SCC#N	-86	0.21	-0.07
Cc1cnc(C(=O)OCC(=O)Nc2ccc(Oc3ccccc3)cc2)cn1	12	0.62	0.83
CN(C)S(=O)(=O)N1CCN(c2ccc(Cl)cc2)CC1	25	2.3	3
O=c1ncn(-c2ccccc2F)c2ncccc12	·	0.35	0.03
CCOc1cccc(NC(=O)Cn2nc(-c3ccc4c(c3)OCCO4)ccc2=O)c1	-369	-0.46	-1
CC(C)NC(=O)Cn1cc(C#N)c2cc(Br)ccc21	-38	-0.26	-0.39
Cc1ccn2c(NC3CCCC3)c(-c3ccsc3)nc2c1	-165	·	·
O=C(NCc1ccc2c(c1)OCO2)C1CCCN1C(=O)Nc1cccc(F)c1 (configuration not stated)	16	0.77	0.43
CC(C)CCC(C)NC(=O)c1ccc2nccnc2c1 (configuration not stated)	-7	·	·
O=C(CSc1nc2ccccc2[nH]1)N1CCN(c2ccc(F)cc2)CC1	34	-0.28	-0.56
COC(=O)c1cc(OC)c(OC)cc1NC(=O)c1cc(-c2ccccc2)nc2ccccc12	-55	-0.32	0.63
COc1cccc(N2C(=O)N(c3ccccc3)C3CS(=O)(=O)CC32)c1 (configuration not stated)	·	-1.1	-1.4
O=C(COC(=O)c1ccc(S(=O)(=O)NCc2ccco2)cc1)NCCC1=CCCCC1	·	-0.41	0.84
COc1cc(S(=O)(=O)N2CCN3CCCC3C2)ccc1-n1cnnn1 (configuration not stated)	·	0.26	-0.38
COc1cc(/C=C/C(=O)Nc2nnc(C(C)(C)C)s2)cc(OC)c1OC	3	-0.04	0.71
COc1ccc(-c2csc(NC(=O)CCn3cnc4ccccc4c3=O)n2)cc1OC	-13	-0.04	0.62
COC(=O)[C@@]1(Cc2ccc(F)cc2)[C@H]2c3cc(C(=O)N(C)C)n(CCc4ccc(OC)c(Br)c4)c3C[C@H]2CN1C(=O)c1ccccc1	15	-0.59	0.12
CCCCn1c(=O)c2c(O)cc(=O)oc2c2ccccc21	·	-1.6	-1.1
Cc1ccccc1CS(=O)(=O)c1nnc([C@H](Cc2ccccc2)NC(=O)OC(C)(C)C)o1	78*	-2.2	-1.5
CCCCC(CC)CNS(=O)(=O)c1ccc2c(c1)CCN2C(=O)CCC(=O)O (configuration not stated)	·	0.1	-0.28
CCCCn1c(=O)c(-c2ccccc2)c(O)c2ccccc21	·	-1.5	-1.1
CCOC(=O)C1=C(O)C(Nc2nccs2)(C(F)(F)F)N=C1C (configuration not stated)	·	1.1	2.1
CC(C)(C)CC(C)(C)NC(=S)NC1CCN(Cc2ccccc2)CC1	·	-1.9	-1.6
CC(=O)OCCNc1cc(N2CCN(C)CC2)c2noc3c2c1C(=O)c1ccccc1-3	20	-0.06	-0.18

Ordered by molar mass (lowest first): some entries from above.
SMILES	INS promoter inh	SDO1 yeast rescue	SDO1 yeast rescue Rescue 24 h
CCOC(=O)c1c(C)c[nH]c1C	29	·	·
N#CCOC(=O)c1sccc1-n1cccc1	12	0.97	1.3
Cc1ccc(N2CN=C3SCC(=O)N3C2)cc1C	-29	·	·
O=C(N/N=C/C=C\c1ccccc1[N+](=O)[O-])c1ccccn1	·	0.12	-0.66
O=C(NNC(=O)c1ccncc1)Nc1ccc([N+](=O)[O-])cc1	-8	·	·
CCn1c(COc2ccccc2OC)nnc1SCC#N	-86	0.21	-0.07
Cc1ccc2nc(-c3cccnc3)c(NC3CCCCC3)n2c1	-3	-0.41	-0.36
Cc1cnc(C(=O)OCC(=O)Nc2ccc(Oc3ccccc3)cc2)cn1	12	0.62	0.83
CCCCC(=O)Nc1nc(C)c(-c2csc(Nc3ccccc3OC)n2)s1	-29	-0.85	-0.33
CC(Nc1nc(N2CCN(S(C)(=O)=O)CC2)nc2ccccc12)c1ccccc1 (configuration not stated)	36	-0.1	-0.35
Cc1ccc(CNC(=O)C2CCCN(S(=O)(=O)c3c(C)[nH]c(=O)[nH]c3=O)C2)cc1 (configuration not stated)	36	-0.4	-1.4
COC(=O)c1ccc(NC(=O)CSc2nnc(CNc3ccc(F)cc3)n2C)cc1	15	0.63	-0.18
COc1ccc(-c2csc(NC(=O)CCn3cnc4ccccc4c3=O)n2)cc1OC	-13	-0.04	0.62
CSCCC(NC(=O)COc1ccccc1)C(=O)OCC(=O)c1cc2ccccc2o1 (configuration not stated)	-27	-0.18	-0.56
CCOC(=O)CCc1c(C)c2ccc(OCc3cc([N+](=O)[O-])ccc3OC)c(C)c2oc1=O	-14	-0.68	-0.03
